Rat MKP-3 inhibitors – MKP-3 phosphatase inhibitors, primary screen, biochemical, rat enzyme, in vitro (AID 425); Dual specificity protein phosphatase 6 (Rattus norvegicus); recombinant MKP-3 phosphatase activity, fluorescence; higher % means a stronger effect; inhibition, % at 20 µM; hits with a dose series show IC50 in µM; 110,000 compounds, 0.17% hits; in the data active = inhibition above about 50%;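 note: plate controls were vehicle for no effect and reference inhibitor for full effect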
Hsp70 inhibitors – Hsp70 inhibitors, probe displacement, primary screen, biochemical, fluorescence polarization (AID 583) | Heat shock 70 kDa protein 1A (Homo sapiens) | Hsp70 fluorescence polarization probe displacement, mP; higher % means a stronger effect | displacement, % at 20 µM; hits with a dose series show IC50 in µM | 140,000 compounds, 0.06% hits; in the data active = displacement above about 50%;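 note: plate controls were vehicle for no effect and reference ligand for full effect; a part of the inactive calls stands beside numbers as strong as those of hits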
An asterisk follows results filed as active; x = no result given; & = joins results of further samples. This is a subset. The share of hits here may be higher or lower than overall.

SMILES	Rat MKP-3 inhibitors	Hsp70 inhibitors
N#Cc1cccc(NC(=O)N2CCC(c3nc4c(nnn4Cc4cccc(Cl)c4)c(=O)[nH]3)CC2)c1	-3%	-0.3%
CC(C)=CCCC(C)N(C=O)C(C)CCC=C(C)C (stereo not drawn)	-7%&4%	7.7%&1.2%
CN(C)C(=O)CSCc1c(Cl)cccc1Cl	x	1.6%
COc1cc(NC(=O)c2cccs2)c(Cl)cc1NC(=O)c1ccccc1	-1%	-2.3%
COC(=O)c1cccnc1-n1c(=O)c2cccnc2n(Cc2ccc(Cl)cc2)c1=O	0%	6.7%
CCOC(=O)c1c(N)sc(C(=O)N2CCc3ccccc3C2)c1C	2%	7.5%
O=C(Cc1cccs1)Nc1ccc(S(=O)(=O)N2CCCCC2)cc1	-7%	-2.0%
CCN(CC)c1ccc(NC(=O)CCCCCN2C(=O)c3ccccc3C2=O)cc1	1%	-0.6%
O=C(O)C[C@@H](O)C(=O)O	x	-1.8%
Cn1c(SCC(=O)N2CCCc3ccccc32)nnc1-c1c[nH]c2ccccc12	x	9.4%
CCSCC1COC(c2cccn2Cc2ccc(C)cc2)=N1 (stereo not drawn)	-3%	-4.2%
CCOC(=O)CC(=O)Nc1nc2ccccc2s1	-6%	5.9%
CCC(C)OC(=O)C1=C(C)NC(=O)CC1c1ccccc1OC (stereo not drawn)	6%	-2.5%
O=C1CCC(C(=O)Nc2cccc3ccccc23)N1 (stereo not drawn)	-6%	-1.6%
Cc1ccc(C(=O)N2CC3(C(C)C)CN(C(=O)c4ccc(C)cc4)CC(C(C)C)(C2)C3=O)cc1	x	-4.7%
COC(=O)c1[nH]c2cc(OC)ccc2c1NC(=O)CN1CCN(c2cccc(C)c2)C(C)C1 (stereo not drawn)	0%	1.7%
CCOc1cccc(=Nc2ccc(NC(C)=O)cc2)c2c(C)oc(C)c12	6%	3.0%
COc1ccc(-n2c(Cc3cc(=O)[nH]c(=O)[nH]3)nnc2SCC(=O)NC2CCCC2)cc1	-7%	-5.8%
C=CCn1c(O)c(N=NC(=O)CNC(=O)/C=C/c2ccco2)c2ccccc21	x	2.3%
O=C(Nc1ccccc1C(=O)NCc1ccc(Cl)cc1)c1ccco1	-10%	-1.4%
Cn1c(=O)[nH]c(=O)c2c1nc(Br)n2CCCCSc1nc2ccccc2o1	-12%	-0.7%
CNC(=O)c1ncnnc1N(C)C(=O)NCc1ccccc1	1%	2.1%
COc1ccccc1C(=O)Nc1ccc(C(=O)OC2CCCCC2)cc1	4%	0.9%
CCCC(C)NC(=O)COC(=O)c1ccc(Cl)c(S(N)(=O)=O)c1 (stereo not drawn)	x	3.3%
O=C(Nc1ccccc1-c1nc2ccccc2[nH]1)c1ccc([N+](=O)[O-])cc1	6%	-1.9%
O=C(NC1CCCC1)C1CCCN(S(=O)(=O)c2cccc3cccnc23)C1 (stereo not drawn)	-5%	0.2%
C/C(=N\Nc1nc(C(C)(C)C)cs1)c1ccc(O)cc1	1%	-0.1%
O=C(CSc1nc(-c2ccco2)cc(C(F)(F)F)n1)NC1CCCC1	-20%	3.9%
O=C(OCC(=O)N1CCCCC1)c1cc2ccccc2cc1O	-8%	-1.1%
CCCCCn1nc(C)c(/C=N/NC(=O)c2ccoc2C)c1C	x	-4.0%
Cc1cc(C(=O)OCn2nnc3ccccc3c2=O)c(C)o1	0%	4.5%
CCN(CC)C(=S)Sc1nc(Nc2cccc(C)c2)nc(Nc2cccc(C)c2)n1	1%	x
Cc1ccccc1NCc1nc2ccccc2n1Cc1ccccc1	4%	0.8%
COc1ccc(S(=O)(=O)n2oc(=O)cc2-c2ccccc2)cc1OC	x	-13%
CC1(C)CC(=O)C(C=Nc2ccccc2C(=O)O)=C(O)C1	-8%	0.4%
Cn1c(=O)c2c(ncn2CC(=O)Nc2cc(Cl)c(Cl)cc2Cl)n(C)c1=O	-7%	6.8%
C=CCN(C)CC/C=C1\c2ccccc2CSc2ccccc21	x	5.2%
CCCCCCn1c(CN2CCN(C)CC2)nc2c1c(=O)n(C)c(=O)n2C	5%	2.6%
Cc1cc(-c2ccc(Cl)s2)n[nH]1	x	2.4%
CC(C)c1ccc(/C=N\NC(=O)c2cc(C(C)(C)C)[nH]n2)cc1	-3%	1.8%
O=C(C1CCN(S(=O)(=O)c2cccc3cccnc23)CC1)N1CCn2c1nc1ccccc12	0%	7.4%
CC(=O)c1ccc(-c2ccc(C(C)=O)cc2)cc1	-1%	-4.2%
CCN(CC)C(=O)CSCc1cnn(-c2ccccc2)c1-n1cccc1	x	1.7%
COc1cc(N/N=C/c2ccccc2O)ncn1	-4%	4.6%
Oc1c(Cl)cc(Cl)cc1/C=N/N=C/c1cc(Cl)cc(Cl)c1O	-1%	1.2%
O=C(c1cnn2c(C(F)(F)F)cc(-c3ccc(Br)cc3)nc12)N1CCOCC1	-8%	4.9%
O=C1NC(=S)NC(=O)C1=Cc1ccc(OCCOc2ccccc2)cc1	-4%	2.3%
CC12CC(c3ccccc3O1)C(C(=O)NCc1ccccc1)C(=O)N2 (stereo not drawn)	-9%	-6.2%
O=C(CCN1C(=O)C2C3C=CC(C3)C2C1=O)NCCN1CCCc2ccccc21 (stereo not drawn)	1%	4.8%
Cc1ccc(-c2c(C#N)c(N)nc3c2CCCCC3)cc1	x	0.8%
CCCCOc1ccc(C(=O)Nc2sc(C)c(CC)c2C(N)=O)cc1	3%	2.0%
Cc1ccc2c(CN3C(=O)NC(C)(c4ccc5c(c4)OCO5)C3=O)cc(=O)oc2c1 (stereo not drawn)	6%	8.9%
Nc1nnc(SCC(=O)N2CCN(Cc3ccccc3)CC2)s1	x	3.6%
O=C(c1cccs1)N1CCN(c2ccc([N+](=O)[O-])cc2F)CC1	5%	1.0%
CCOc1c(N2CCCCC2)c(=O)c1=O	-1%	-2.9%
Cc1ccc(NS(=O)(=O)c2cc(C(=O)N3CCN(C)CC3)ccc2C)cc1	-7%	-2.8%
COC(=O)c1cccc(NC(=O)COc2c(C)cccc2C)c1	1%	0.0%
O=C(Nc1cc(C(F)(F)F)ccc1Cl)C(O)(c1ccccc1)c1ccccc1	0%	-0.5%
COc1ccc(N2CCN(C(=O)CNC(=O)c3ccc(C(C)(C)C)cc3)CC2)cc1	x	-1.4%
CCOC(=O)CN1C(=O)CSc2ccccc21	-4%	-7.3%

Copied from the entries so far for reference:
SMILES	Rat MKP-3 inhibitors	Hsp70 inhibitors
O=C(c1cnn2c(C(F)(F)F)cc(-c3ccc(Br)cc3)nc12)N1CCOCC1	-8%	4.9%
O=C1NC(=S)NC(=O)C1=Cc1ccc(OCCOc2ccccc2)cc1	-4%	2.3%
CC12CC(c3ccccc3O1)C(C(=O)NCc1ccccc1)C(=O)N2 (stereo not drawn)	-9%	-6.2%
O=C(CCN1C(=O)C2C3C=CC(C3)C2C1=O)NCCN1CCCc2ccccc21 (stereo not drawn)	1%	4.8%

(more compounds)
SMILES	Rat MKP-3 inhibitors	Hsp70 inhibitors
Cc1cc2oc(=O)cc(CN3CCC(C)CC3)c2cc1Cl	4%	-2.7%
COCCNC(=O)c1snc2ccc(Cl)cc12	-14%	-2.9%
Cc1cc(Cl)ccc1OCCCC(=O)N1CCN(C(=O)c2ccco2)CC1	0%	0.1%
O=C(Nc1ccccc1-c1nc2ccccc2s1)c1cccc([N+](=O)[O-])c1	2%	7.6%
Cc1ccc(CCNC(=O)C2CCN(S(=O)(=O)N3CCC4(CC3)OCCO4)CC2)cc1	6%	2.2%
O=C(O)c1ccc(NC(=O)c2ccc3ccccc3n2)cc1	1%	5.5%
COc1ccc(N(CC(=O)Nc2cccc(C(F)(F)F)c2)S(C)(=O)=O)c(OC)c1	0%	0.1%
Cc1cccc(-n2nnnc2SCc2csc(-c3ccccc3)n2)c1	-7%	2.7%
CCn1c(SCC(=O)Nc2nc(C)cs2)nnc1C(NC(=O)c1ccccc1Cl)C(C)C (stereo not drawn)	-4%	0.8%
O=C(Nc1ccc(Cl)c([N+](=O)[O-])c1)c1ccc(-c2ccccc2)cc1	9%	1.0%
CCOC(=O)C1/C(=N\O)CC(C)(O)C(C(=O)OCC)C1c1ccc(N(C)C)cc1 (stereo not drawn)	2%	3.6%
Cc1c(Cl)cccc1Nc1ccccc1C(=O)O	-3%	10%
c1cncc(CNc2nc(N3CCOCC3)nc(N3CCOCC3)n2)c1	-8%	x
COC(=O)C1=CNC=C(C(=O)OC)C1c1ccc(F)c(F)c1	-1%	4.0%
Cc1cccn2c(=O)c(C=O)c(N3CCOCC3)nc12	0%	1.6%

(more compounds)
SMILES | Rat MKP-3 inhibitors | Hsp70 inhibitors
C=CCn1c(=S)[nH]c2nc3c(cc2c1=O)COC(C)(C)C3 | 6% | -3.9%
Cc1ccc(NC(=O)CN2C(=O)S/C(=C\c3cccn3-c3cccc(C(=O)O)c3)C2=O)c(C)c1 | 7.9µM* | x
Cn1nnnc1SCSc1nnnn1C | -1% | -4.7%
Cc1cc(NC(=O)c2ccccc2Br)no1 | 0% | -2.9%
O=C1CC(c2ccncc2)c2cc3c(cc2N1)OCO3 (stereo not drawn) | -6% | 6.4%
Cc1nc2nc(SCC(=O)NCc3ccco3)nn2c(C)c1Cc1ccccc1 | -5% | x
COc1cc(C)c(Cl)cc1S(=O)(=O)NCCN1CCOCC1 | x | 1.0%
CN(CCOCCOc1ccc2ccccc2c1)Cc1ccccc1 | x | -2.6%
COc1ccc(-c2n[nH]c(=S)o2)cc1 | 3%&0% | 2.3%&5.1%
O=C(Nc1ccc(I)cc1)C1CCCN1C(=O)Oc1ccccc1 (stereo not drawn) | -2% | 6.6%
COc1ccc(CN(C(=O)CSc2nnc(-c3c[nH]c4ccccc34)o2)c2ccc(F)cc2)cc1OC | x | -4.2%
COc1cccc2cc(-c3nc4ccccc4o3)c(=O)oc12 | -5% | 3.6%
COc1ccc(-c2cc(=O)c3ccccc3o2)cc1 | 5% | -4.3%
NC(=O)C1CCN(C2CC(=O)N(c3ccc(Cl)cc3)C2=O)CC1 (stereo not drawn) | 0% | 2.5%
Cc1ccc(OCC(=O)N/N=C/c2c(C)[nH]n(-c3ccccc3)c2=O)cc1 | 0% | 1.7%
C=CCNC(=O)CN(c1cc(OC)ccc1OC)S(C)(=O)=O | -4% | 3.5%
Cc1ccc(OCC(=O)N/N=C/c2ccco2)cc1 | x | -2.5%
CCOc1ccc(NC(=O)c2cccc3c2C(=O)N(Cc2cccnc2)C3)cc1 | -6% | 9.1%
COc1ccc(CN(C(=S)Nc2ccccc2)C2CC(=O)N(c3ccc(F)cc3)C2=O)cc1 (stereo not drawn) | 0% | 0.0%
O=C(c1ccc([N+](=O)[O-])cc1)N(Cc1ccc(Cl)cc1)N1C(=O)CCCC1=O | x | 1.2%

6 compounds out of the list above, arranged by their value in Hsp70 inhibitors, largest number first.
SMILES | Rat MKP-3 inhibitors | Hsp70 inhibitors
CCOc1ccc(NC(=O)c2cccc3c2C(=O)N(Cc2cccnc2)C3)cc1 | -6% | 9.1%
O=C1CC(c2ccncc2)c2cc3c(cc2N1)OCO3 (stereo not drawn) | -6% | 6.4%
Cc1ccc(CCNC(=O)C2CCN(S(=O)(=O)N3CCC4(CC3)OCCO4)CC2)cc1 | 6% | 2.2%
N#Cc1cccc(NC(=O)N2CCC(c3nc4c(nnn4Cc4cccc(Cl)c4)c(=O)[nH]3)CC2)c1 | -3% | -0.3%
COc1ccc(-c2cc(=O)c3ccccc3o2)cc1 | 5% | -4.3%
COc1ccc(-n2c(Cc3cc(=O)[nH]c(=O)[nH]3)nnc2SCC(=O)NC2CCCC2)cc1 | -7% | -5.8%

(more compounds)
SMILES | Rat MKP-3 inhibitors | Hsp70 inhibitors
COc1ccc2c(c1)C(NC(C)=O)C(=O)N2C (stereo not drawn) | -11% | 4.5%
CCOC(=O)c1c(N=CN(C)C)c(C#N)c2n1CCCC2 | x | 5.7%
CC(C(=O)O)c1n[nH]c(=O)c2ccccc12 (stereo not drawn) | x | -1.0%
CCn1c(C(=O)NCc2ccccn2)cc2sccc21 | -2% | -0.5%
Cc1csc(NC(=O)C(Cc2ccccc2)n2cccc2)n1 (stereo not drawn) | -4% | -1.0%
Cc1ccc(S(=O)(=O)N2CCCC2C(=O)Nc2ccc(O)cc2)cc1 (stereo not drawn) | -9% | -0.3%
O=C1N=c2ccccc2=C1c1[nH]c(=S)[nH]c1O | 0% | 4.1%
O=C1CC(N(Cc2ccc3c(c2)OCO3)C(=S)Nc2ccccc2)C(=O)N1c1ccc(F)cc1 (stereo not drawn) | 2% | -4.6%
C=CCN1C(=O)c2ccccc2Sc2ccc(C(=O)N3CCN(C)CC3)cc21 | -3% | -1.9%
CCn1c(SCC(=O)Nc2nccs2)nnc1-c1ccc(S(=O)(=O)N2CCCCC2)cc1 | -1% | -1.7%
CN(C)C(=O)N1CCC(C(=O)NCc2cccs2)CC1 | 0% | 3.6%
Cc1c(NC(=O)c2ccccc2)c(=O)n(-c2ccccc2)n1C | x | -0.3%
COc1ccc(NC(=O)C(C)Oc2ccc(Cl)cc2Cl)c(OC)c1 (stereo not drawn) | 3% | 6.0%
CC(C)n1c(SCC(=O)Nc2nc3c(s2)CCCC3)nc2c1c(=O)n(C)c(=O)n2C | x | -1.6%
CCn1c(SCC(=O)N2CC(=O)Nc3ccccc32)nnc1-c1ccoc1C | -12% | -0.6%
COc1ccccc1OCC(=O)Nc1ccc2c(c1)OCO2 | 0% | 1.8%
Cc1ccc(NC(=O)/C(=C/c2ccco2)c2ccccc2)c(C)c1 | x | -5.0%
CC(=O)OC1COC(n2ccc3ccccc32)C(OC(C)=O)C1OC(C)=O (stereo not drawn) | -8% | -4.4%
O=C1c2ccccc2-c2ncnc3c(N4CCOCC4)cc(N4CCOCC4)c1c23 | -4% | 31%
O=C(Nc1ccc2c(c1)OCCO2)c1cccc(S(=O)(=O)N2CCCCC2)c1 | x | -2.0%

Compound activity deposited in PubChem by Sanford-Burnham Center for Chemical Genomics.
